Screening results (PubChem BioAssay)
M1 PAM: human M1 muscarinic receptor positive allosteric modulators, primary screen, CHO-K1 cells, Fluo-8 calcium fluorescence, 1536-well. 360,000 tested, 0.088% active. CHO-K1 hM1, ACh EC20; 0% = ACh EC20, 100% = maximal ACh. activation, % at 3 µM. Muscarinic acetylcholine receptor M1 (Homo sapiens), P11229; in the data active = activation above about 19%, passing the limit was not always enough
CHRM5 antagonist: human M5 muscarinic receptor antagonists, primary screen, CHO cells, Fluo-8 calcium fluorescence. CHO-hM5 cells, ACh EC80. inhibition, % at 3 µM. 360,000 tested, 0.59% active;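 active = inhibition above a per-plate cutoff, the mean of that plate's test compounds plus 3 SD, cut at about 27% in these data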;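 note: 0% = acetylcholine EC80 with DMSO and 100% = DMSO without agonist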
Target sequence (P08912 whole entry, looked up): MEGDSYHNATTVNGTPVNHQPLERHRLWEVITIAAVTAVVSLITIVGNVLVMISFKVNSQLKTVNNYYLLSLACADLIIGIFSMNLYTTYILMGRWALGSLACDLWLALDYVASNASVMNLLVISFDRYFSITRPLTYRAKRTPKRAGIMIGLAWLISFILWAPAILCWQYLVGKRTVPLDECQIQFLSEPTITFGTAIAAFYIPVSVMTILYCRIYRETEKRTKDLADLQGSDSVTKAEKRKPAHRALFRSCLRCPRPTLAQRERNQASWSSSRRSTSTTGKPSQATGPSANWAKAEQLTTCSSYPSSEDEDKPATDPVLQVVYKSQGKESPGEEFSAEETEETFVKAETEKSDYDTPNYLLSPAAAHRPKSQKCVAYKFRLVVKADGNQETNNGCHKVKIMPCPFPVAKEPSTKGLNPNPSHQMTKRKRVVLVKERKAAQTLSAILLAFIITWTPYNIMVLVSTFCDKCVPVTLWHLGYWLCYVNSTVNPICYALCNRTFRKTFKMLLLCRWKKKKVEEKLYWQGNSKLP
M1 ag: human M1 muscarinic receptor agonists, primary screen, Fluo-8 calcium fluorescence, CHO-K1 cells, HTS | Muscarinic acetylcholine receptor M1 (Homo sapiens), P11229 | CHO-K1 hM1, agonist mode; 0% DMSO, 100% acetylcholine EC100 | activation, % at 3 µM | 360,000 tested, 0.33% active;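 active = activation above the run's mean compound activation plus 3 SD, cut at about 16% in these data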;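 note: peak over basal fluorescence ratio within a 140 s kinetic read after compound addition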
CHRM4 agonist: human M4 muscarinic receptor agonists, primary screen, CHO-K1 cells, Fluo-8 calcium fluorescence; activation, % at 3 µM; Muscarinic acetylcholine receptor M4 (Homo sapiens), P08173; 360,000 tested, 0.14% active; CHO-K1 hM4/Gqi5; vehicle 0%, full acetylcholine response 100%; AID 624127, 2012;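 active = activation above the run mean over all test wells plus 3 SD, cut at about 32% in these data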;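 note: peak over basal fluorescence ratio per well then scaled between controls; 0% = DMSO wells and 100% = acetylcholine at EC100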
CHRM4 antagonist: human M4 muscarinic receptor antagonists, primary screen, CHO cells, Fluo-8 calcium fluorescence; Muscarinic acetylcholine receptor M4 (Homo sapiens), P08173; CHO-hM4 cells, ACh EC80; inhibition, % at 3 µM; 360,000 tested, 0.73% active; AID 624125, 2012;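 active = inhibition above its plate's cutoff, the mean inhibition of sample wells plus 3 SD, cut at about 27% in these data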;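 note: 0% = acetylcholine EC80 with DMSO and 100% = DMSO without agonist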
CHRM5 agonist: human M5 muscarinic receptor agonists, primary screen, CHO-K1 cells, Fluo-8 calcium fluorescence; Muscarinic acetylcholine receptor M5 (Homo sapiens), P08912; CHO-K1 hM5 cells; 0% DMSO wells, 100% maximal acetylcholine response; activation, % at 3 µM; 360,000 tested, 0.19% active;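 active = activation above the run's mean over test compounds plus 3 SD, cut at about 23% in these data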;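 note: signal is peak over basal fluorescence ratio across the kinetic read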
TAAR1 ag: human TAAR1 agonists, primary screen, Fluo-8 calcium fluorescence, CHO RD-HGA16 cells | Trace amine-associated receptor 1 (Homo sapiens), Q96RJ0 | vehicle wells 0%, saturating PEA agonist 100% | activation, % at 3 µM | 360,000 tested, 0.99% active | AID 624467, 2012;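 active = activation above the mean activation of all test compounds in the run plus 3 SD, cut at about 38% in these data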
Target sequence (Q96RJ0 whole entry, looked up): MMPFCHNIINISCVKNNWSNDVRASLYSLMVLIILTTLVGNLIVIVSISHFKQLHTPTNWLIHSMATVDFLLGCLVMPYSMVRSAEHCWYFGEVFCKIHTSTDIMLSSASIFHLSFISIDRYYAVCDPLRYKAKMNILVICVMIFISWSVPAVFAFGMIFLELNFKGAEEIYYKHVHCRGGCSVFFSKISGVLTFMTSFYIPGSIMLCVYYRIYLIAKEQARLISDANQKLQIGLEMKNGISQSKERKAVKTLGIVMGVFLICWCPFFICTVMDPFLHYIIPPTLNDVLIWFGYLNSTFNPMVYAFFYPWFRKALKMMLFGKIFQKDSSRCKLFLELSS
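Assay system – CHO-derived RD-HGA16 cells with stable Gα16 and human TAAR1 · Compound dosing – one-point dosing at 3 µM (nominal) · Incubation – 17-24 h seeding, 75 min 37 °C dye, 30 min RT · Measured by – kinetic Fluo-8 calcium fluorescence · Control set – DMSO vehicle as 0%, PEA at EC100 as 100% · Repeats – single well for each compound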
M5 PAM: human M5 muscarinic receptor positive allosteric modulators, primary screen, CHO-K1 cells, Fluo-8 calcium fluorescence | AID 624038, 2012 | Muscarinic acetylcholine receptor M5 (Homo sapiens), P08912 | activation, % at 3 µM | CHO-K1 hM5, ACh EC20 PAM; 0% = ACh EC20, 100% = ACh EC100 | 360,000 tested, 0.3% active;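 active = activation above the run cutoff, the mean activation of all test compounds plus 3 SD, cut at about 18% in these data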
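System – CHO-K1 hM5 cells · Compound – 3 µM, single dose · Incubation – compound preincubation 140 s before EC20 acetylcholine addition · Technique – Fluo-8 calcium fluorescence · Measure – Max/basal fluorescence ratio as % of EC20–EC100 ACh window · Benchmarks – low control EC20 acetylcholine (0%), high control EC100 acetylcholine (100%) · Replication – singlicate, one well per test compound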
M1 antag: human M1 muscarinic receptor antagonists, primary screen, CHO-K1 cells, Fluo-8 calcium fluorescence, 1536-well | Muscarinic acetylcholine receptor M1 (Homo sapiens), P11229 | CHO-K1 hM1, ACh EC80 antagonist | inhibition, % at 3 µM | 360,000 tested, 1.3% active | AID 588852, 2011;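 active = percent inhibition above its own plate's cutoff, namely the mean of that plate's compound wells plus 3 SD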;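 note: peak over basal fluorescence ratio during 140 s after agonist addition; 0% = ACh EC80 plus DMSO and 100% = DMSO alone without agonist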
* marks the source's active call; other numbers are inactive results; / = not tested or not shown. The list is partial. The share of hits here may be higher or lower than overall.

SMILES | M1 PAM | CHRM5 antagonist | M1 ag | CHRM4 agonist | CHRM4 antagonist | CHRM5 agonist | TAAR1 ag | M5 PAM | M1 antag
Cc1ccc2oc(=O)c3cnn(CC(=O)NC4CCC(C)CC4)c3c2c1 (stereo unspecified) | 2 | 7 | -1 | 14 | -23 | 1 | -2 | -11 | -8
CC(C)[C@@H]1CC[C@@H](C)C[C@H]1OC(=O)C[n+]1cc(-c2ccc(Cl)cc2)n2c1CCCCC2 | -23 | 77* | -4 | 1 | 42* | -19 | 8 | -32 | 94*
COc1ccc2oc(C)c(NC(C)=O)c2c1 | 4 | 0 | 0 | 0 | 0 | -1 | 6 | 3 | 3
CCn1c(=O)cc(OCC(=O)N2CCN(c3cccc(C(F)(F)F)c3)CC2)c2ccccc21 | -15 | 4 | -1 | 8 | 17 | 3 | 21 | -8 | 11
N#Cc1nc(-c2cccs2)oc1NCc1ccccc1 | 5 | 4 | -3 | 1 | -7 | -5 | -1 | -3 | -10
Clc1ccc(OCCOCCN2CCCCC2)c(Br)c1 | -22 | 0 | -7 | 5 | 14 | -7 | 6 | -6 | 13
CCOC(=O)/C=C/C(=O)Nc1ccc(S(=O)(=O)Nc2cc(C)on2)cc1 | 15 | 6 | 0 | 2 | -8 | -3 | -2 | 2 | -7
COc1ccc(S(=O)(=O)N(CC(=O)NCC2CCCO2)c2ccccc2)cc1OC (stereo unspecified) | 1 | -4 | -3 | 2 | -3 | 3 | 2 | 1 | -14
Clc1cccc(-c2nc(NCCCN3CCOCC3)c3ccccc3n2)c1 | 8 | 17 | 1 | 19 | 2 | 2 | 16 | -3 | -7
COCCCn1nnnc1SCC(=O)Nc1nc(C)c(C)s1 | 5 | 2 | -2 | 0 | 3 | -2 | 6 | -3 | -10
CCc1nc(SC)[nH]c(=O)c1C | 4 | -2 | -3 | 1 | 2 | -7 | 1 | -6 | -3
CCOc1ccc(S(=O)(=O)NCCC(=O)N(C)CC(=O)Nc2ccc(OC)cc2)cc1 | 0 | -6 | -4 | 1 | -6 | -5 | 1 | -3 | -4
COc1ccc(-c2ocnc2C(=O)Nc2ccc3c(c2)CCC3)cc1 | 15 | 8 | -1 | 2 | -9 | 0 | 3 | 2 | -18
O=C1NC2(CCCCCC2)C(=O)N1CCS(=O)(=O)Oc1ccccc1 | 15 | -4 | -15 | 2 | -5 | -5 | 6 | 3 | -12
COc1ccc(C(CNC(=O)c2ccc(S(=O)(=O)N(C)C)cc2)N2CCCCC2)cc1 (stereo unspecified) | -14 | 7 | -15 | 2 | -5 | -5 | 4 | 2 | 8
Cc1cccc(N(Cc2ccccc2)C(=O)c2ccc(F)c(S(=O)(=O)N3CCOCC3)c2)c1 | 3 | 6 | -1 | 5 | -9 | -3 | 1 | -7 | -4
CCOc1ccc(C(C)NC(=O)c2cccs2)cc1OCC (stereo unspecified) | 7 | 5 | -1 | 0 | 16 | 0 | 1 | -1 | -5
COCCNC(=O)c1ccc(S(=O)(=O)c2ccc(Cl)cc2)c(NC(C)=O)c1 | 7 | -1 | -3 | 1 | -4 | -3 | -1 | 5 | -10
COc1ccc(CC(=O)Nc2cccc(S(=O)(=O)N3CCCCCC3)c2)cc1OC | -11 | 32* | -2 | 14 | 11 | 9 | 15 | -19 | 29
CCCS(=O)(=O)N1CCCC(C(=O)NCCCN(C)c2ccccc2)C1 (stereo unspecified) | 4 | -1 | -6 | -1 | 19 | -1 | 0 | -3 | -9

Structures listed above shown as hits in CHRM5 antagonist.
smiles,M1 PAM,CHRM5 antagonist,M1 ag,CHRM4 agonist,CHRM4 antagonist,CHRM5 agonist,M5 PAM,M1 antag
CC(C)[C@@H]1CC[C@@H](C)C[C@H]1OC(=O)C[n+]1cc(-c2ccc(Cl)cc2)n2c1CCCCC2,-23,77*,-4,1,42*,-19,-32,94*
COc1ccc(CC(=O)Nc2cccc(S(=O)(=O)N3CCCCCC3)c2)cc1OC,-11,32*,-2,14,11,9,-19,29

Continuation.
SMILES | M1 PAM | CHRM5 antagonist | M1 ag | CHRM4 agonist | CHRM4 antagonist | CHRM5 agonist | TAAR1 ag | M5 PAM | M1 antag
C/C(=N\NC(=O)c1nnn(-c2nonc2N)c1COc1ccc(F)cc1)c1ccc(Cl)cc1 | -4 | 8 | -2 | 0 | -1 | 2 | 8 | -7 | -3
COc1ccc(-c2nnc(SCC(=O)N3CCCC3)o2)cc1 | 4 | 8 | -3 | 1 | 6 | -2 | -1 | -5 | -2
CN(C(=O)CSc1nc2ccccc2n1CCc1ccccc1)C1CCS(=O)(=O)C1 (stereo unspecified) | -12 | -3 | -5 | 3 | 7 | -12 | 8 | -5 | 8
O=C(NNC(=O)C1CCC1)c1ccccc1 | 9 | 1 | -3 | 1 | -12 | 0 | 4 | 3 | -3
COC(=O)CSc1nnc(-c2ccco2)n1Cc1ccco1 | 10 | 6 | -3 | 1 | -8 | -1 | -2 | -5 | -12
CC1CCN(Cc2cc(=O)oc3ccc(C(C)C)cc23)CC1 | -7 | 6 | -9 | -1 | -6 | -7 | 2 | -3 | 1
COC(=O)c1ccccc1NC(=O)Cn1c(SC)c(F)cnc1=O | 3 | 13 | -4 | 1 | -1 | -1 | 2 | -5 | 0
O=C(Nc1cccc(S(=O)(=O)N2CCCCC2)c1)C1CCCN1S(=O)(=O)c1ccccc1F (stereo unspecified) | -2 | 6 | 2 | 5 | 6 | 5 | 2 | -10 | 6
C[C@H](CO)N1C[C@H](C)[C@@H](CN(C)C(=O)Nc2ccc(C(F)(F)F)cc2)Oc2ccc(NC(=O)C3CCCCC3)cc2C1=O | 6 | 3 | -5 | 0 | 5 | 1 | 1 | 2 | -10
CNC(=O)c1cccc2nc3ccccc3nc12 | 16 | 10 | -1 | 1 | 4 | 0 | 1 | -6 | -24
COc1ccc(NC(=O)C2=NN(C3CCS(=O)(=O)C3)C(=O)CC2)cn1 (stereo unspecified) | 0 | 8 | -2 | 1 | -5 | -2 | 1 | 8 | 6
CCOC(=O)c1c(NC(=O)c2ccoc2C)sc(C(=O)N(C)C)c1C | -3 | 7 | -3 | 3 | 4 | -3 | 21 | -3 | -12
Cc1ccc(NC(=O)CCn2cnc3ccccc3c2=O)cc1 | 2 | -3 | -4 | 1 | 0 | -1 | 22 | 8 | -7
NNC(=O)CC12CC3CC(C1)CC(n1ncnn1)(C3)C2 | 9 | 2 | -8 | 1 | -10 | -4 | -2 | -2 | -11
Cc1ccccc1NC(=O)NCC1CCN(C(=O)OC(C)(C)C)CC1 | 11 | 6 | -5 | 1 | 3 | 0 | 0 | 10 | -8
COc1ccc(-n2nc(C(=O)NCC(=O)N3CCN(c4ccccc4)CC3)c3ccccc3c2=O)c(OC)c1 | 8 | 0 | -5 | 1 | -5 | -1 | -1 | 3 | -10
Cc1cc(C)n(-c2n[nH]c(=O)c3ccccc23)n1 | 13 | 3 | -2 | 0 | -6 | 3 | 5 | 10 | -21
Cc1cc(Br)cn2c(Cc3cccc(F)c3)c(-c3cccc(Br)c3)nc12 | -10 | -2 | -7 | -1 | -1 | -3 | -1 | -2 | -4
COc1cc(C)c(S(=O)(=O)N2CCCC2)cc1C(C)C | -4 | 2 | -9 | -2 | -6 | -3 | 3 | -5 | 16
COc1ccc(CC(=O)N2CCCC(CNC(=O)c3ccccc3Cl)C2)cc1 (stereo unspecified) | 5 | -2 | -6 | 1 | -4 | -2 | 6 | -2 | -6
COc1ccccc1C=NN=C(NN=Cc1ccccc1OC)NN=Cc1ccccc1OC | 7 | 16 | 15 | 9 | 10 | 14 | 16 | -3 | 3
COc1ccc(C(=O)N(Cc2ccco2)C(C(=O)NC2CCCC2)c2ccc(O)cc2)cc1OC (stereo unspecified) | -1 | 13 | 6 | 20 | 10 | 4 | 20 | -20 | 10
CC1(c2ccc(OC(F)F)cc2)NC(=O)N(CC(=O)NCCC2=CCCCC2)C1=O (stereo unspecified) | -1 | 10 | 7 | 9 | 7 | 15 | 29 | -5 | 12
COc1ccccc1N1CC(C(=O)OCC(=O)Nc2c(C)cccc2C)CC1=O (stereo unspecified) | 10 | -9 | -1 | 0 | -11 | 0 | -2 | 4 | -4
O=c1c(-c2ccccc2)nc2ccccc2n1C(c1ccccc1)c1nc2ccccc2[nH]1 (stereo unspecified) | / | -1 | / | -1 | 5 | 1 | 0 | -1 | /
O=C(C1CCC(CNS(=O)(=O)c2cccs2)CC1)N1CCCCC1 (stereo unspecified) | 6 | -7 | -2 | 1 | -5 | -2 | 15 | -7 | -4
COc1ccc(-c2cc(C(=O)N3CC4(C)CC3CC(C)(C)C4)no2)cc1 (stereo unspecified) | 1 | -4 | -3 | 0 | -9 | -1 | 6 | 0 | -3
O=C(OCc1c(-c2ccccc2)ncc2ccccc12)c1ccc(Br)cc1 | 5 | 18 | -5 | 0 | -1 | -2 | 5 | -8 | -6
CNC(=O)C(=O)NCC1OCCCN1S(=O)(=O)c1ccc(F)cc1C (stereo unspecified) | 6 | 16 | 1 | 1 | -5 | -6 | 4 | -6 | -10
CCC(C)(C)n1nnnc1CN(Cc1cccs1)Cc1cc2cc(OC)ccc2[nH]c1=O | -5 | 19 | -2 | 6 | 2 | 3 | 31 | -12 | 10
Cc1cc(C)c2cc(C(=O)N(C)C3CCN(C)CC3)[nH]c2c1 | 5 | 13 | -3 | 1 | 11 | -3 | 2 | -5 | -10
CCn1c(SCC(=O)Nc2ccc(NC(=O)c3ccco3)c(OC)c2)nc2ccccc2c1=O | 4 | -5 | -3 | -1 | -1 | 3 | 4 | 3 | -4
CCc1cccc2c(C(=O)CSc3nncn3C)c[nH]c12 | 4 | 4 | -2 | 1 | -3 | -4 | 1 | -5 | 0
COc1ccc(C(=S)N2CCCC2)cc1 | 11 | -4 | -2 | 0 | -3 | 2 | 2 | 1 | -14
CCN1C(=O)[C@@H]2Cc3c([nH]c4ccccc34)C(c3cc(OC)c(OC)c(OC)c3)N2C1=S (stereo partly specified) | 6 | 8 | -4 | 3 | 6 | -3 | 3 | -1 | -3
Cc1cccc(NC(=O)C(C)Sc2nnc(-c3cccnc3)o2)c1 (stereo unspecified) | 9 | 1 | -2 | 2 | -4 | 2 | 5 | 7 | -1
